# Assay outcomes deposited in PubChem by several laboratories.
# GC-B act – GC-B (human) receptor activation. P20594. HEK293-GC-B cells, CNP EC30, cGMP TR-FRET; 0% at EC30 CNP, 100% saturating CNP. activation, % at 10 µM. hit rate 0.11% among 370,000;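 active = activation at 10 µM reaching about 35% in either raw or pattern-adjusted values, limit read from the data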
# HTRA1 inh – inhibitors of human serine peptidase HTRA1; Q92743; recombinant HTRA1, FP-rhodamine activity-based probe, fluorescence polarization; inhibition, % at 5.96 µM; hit rate 0.5% among 340,000; AID 504803; in the data active = inhibition above about 36%;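 note: 0% = enzyme with DMSO and 100% = wells lacking enzyme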
# Target sequence (Q92743 whole entry, looked up): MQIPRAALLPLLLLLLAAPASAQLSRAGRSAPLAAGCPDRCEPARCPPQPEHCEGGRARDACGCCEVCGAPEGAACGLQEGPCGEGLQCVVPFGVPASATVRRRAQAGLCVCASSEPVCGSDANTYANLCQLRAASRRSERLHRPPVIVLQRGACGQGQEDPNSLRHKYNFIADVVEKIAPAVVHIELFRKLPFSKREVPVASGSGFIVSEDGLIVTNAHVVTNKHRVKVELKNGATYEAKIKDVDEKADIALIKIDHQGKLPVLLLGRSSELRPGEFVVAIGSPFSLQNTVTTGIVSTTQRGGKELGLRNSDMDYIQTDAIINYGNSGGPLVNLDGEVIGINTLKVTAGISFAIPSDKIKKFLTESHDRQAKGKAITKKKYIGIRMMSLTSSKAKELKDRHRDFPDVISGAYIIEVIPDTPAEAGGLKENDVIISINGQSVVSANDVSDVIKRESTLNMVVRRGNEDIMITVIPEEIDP
# LEDGF integ inh – blocks HIV-1 LEDGF/p75-dependent DNA integration; TR-FRET IN-LEDGF/p75 DNA integration, Eu/Cy5; inhibition, % at 3.7 µM; hit rate 0.64% among 370,000;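 active = inhibition above the screen-wide mean plus 3 SD, cut at about 13% in these data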;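 note: signal is the Cy5 over europium emission ratio at 671 and 618 nm; 0% = plate median of compound wells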
# MBD2 DNA inh – blocks human MBD2 binding to methylated DNA; inhibition, % at 4.4 µM; TR-FRET, MBD2 binding to methylated oligonucleotide; hit rate 0.31% among 370,000; Q9UBB5; in the data active = inhibition above about 13%
# PRMT1 inh – PRMT1 (human) inhibition, primary screen; recombinant PRMT1, activity-based probe fluorescence polarization; hit rate 1.3% among 370,000; AID 652257; inhibition, % at 2.79 µM;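 active = inhibition above about 21% made by adding two undisclosed values, limit read from the data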
# rCAG RNA binder – r(CAG) repeat RNA binding; TO-PRO-1 dye displacement fluorescence; hit rate 1.3% among 370,000; inhibition, % at 3 µM;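 active = inhibition above the plate cutoff, the mean of all test compounds on that plate plus 3 SD, cut at about 35% in these data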;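 note: 0% = DMSO alone and 100% = 100 µM mitoxantrone as full dye displacement; higher means more dye released from RNA so lower well fluorescence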
# TDP2 absorb – TDP2 (human) inhibition, absorbance primary screen. AID 720702. recombinant TDP2, T5PNP hydrolysis, p-nitrophenol absorbance 415 nm. hit rate 0.34% among 370,000. inhibition, % at 12.8 µM. O95551;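 active = inhibition above the mean of all tested compounds plus 3 SD, set per campaign, cut at about 25% in these data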;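 note: 0% = DMSO with enzyme and 100% = buffer with substrate but no TDP2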
#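 Evaluation: % inhibition relative to enzyme-containing and enzyme-free wells. Material: recombinant human TDP2. Benchmarks: enzyme-free and DMSO wells. Timing: enzyme reaction with compound for 2 h at 37 °C. Compound dosing: 12.8 µM only. Measured by: p-Nitrophenol epi absorbance. Reagent: T5PNP substrate at 5 mM, a TopII-DNA adduct mimic. Replication: single well per compound.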
# mABHD4 FP – inhibits mouse alpha/beta hydrolase domain 4; Q8VD66; purified mABHD4, FP-Rh probe fluorescence polarization; inhibition, % at 8.92 µM; hit rate 0.54% among 370,000; AID 720543;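 active = inhibition exceeding the mean over every tested compound plus 3 SD, cut at about 30% in these data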;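 note: 0% = plate median of compound wells and 100% = S159A mutant with DMSO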
# Target sequence (Q8VD66 whole entry, looked up, the tested form may be a part): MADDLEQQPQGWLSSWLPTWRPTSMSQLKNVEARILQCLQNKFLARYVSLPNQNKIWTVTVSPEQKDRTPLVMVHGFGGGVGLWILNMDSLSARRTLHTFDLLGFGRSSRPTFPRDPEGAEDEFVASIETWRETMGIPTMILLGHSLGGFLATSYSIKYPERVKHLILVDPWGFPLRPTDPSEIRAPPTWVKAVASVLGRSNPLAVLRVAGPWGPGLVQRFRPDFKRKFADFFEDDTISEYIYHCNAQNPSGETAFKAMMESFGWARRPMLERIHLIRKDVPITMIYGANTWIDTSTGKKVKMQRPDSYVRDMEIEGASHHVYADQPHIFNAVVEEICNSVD
#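 Test system: mABHD4 protein; Read-out basis: % inhibition; Incubation: 45 min + 60 min at 25 °C; Repeats: single replicate; Technique: fluorescence polarization with parallel and perpendicular emission, 525/598 nm; Compound: 8.92 µM, single dose; Benchmarks: full inhibition S159A mutant plus DMSO, zero as sample-well median.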
# SIAE primary – human SIAE inhibition, primary screen; Q9HAT2; SIAE FP-Rh probe binding, fluorescence polarization; inhibition, % at 9.66 µM; hit rate 0.69% among 370,000; AID 1053197;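 active = inhibition above a cutoff: mean of compounds within the control limits plus 3 SD of those, cut at about 17% in these data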;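 note: 0% = plate median of compound wells and 100% = probe without SIAE protein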
# TCR CD3 inh – inhibitors of human TCR-CD3 interaction. TAMRA-labeled TCR probe fluorescence, biochemical. inhibition, % at 9.4 µM. hit rate 0.37% among 360,000. AID 651800; in the data active = inhibition above about 19%;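 note: recombinant mutant TCR 2C K166C tagged with TAMRA read by polarization; 0% = receptor in buffer alone and 100% = receptor with positive control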
# * = called active by the depositor; . = not tested or not shown. Only part of the results is shown; the hit share may differ from the screen's.
SMILES,GC-B act,HTRA1 inh,LEDGF integ inh,MBD2 DNA inh,PRMT1 inh,rCAG RNA binder,TDP2 absorb,mABHD4 FP,SIAE primary,TCR CD3 inh
Cc1cccc(C)c1OCc1cc(C(=O)N(Cc2c(C)nn(C)c2C)C2CC2)no1,0,-5,-2,3,-1,-9,11,-1,11,-1
Cc1ccc(S(=O)(=O)Cc2ccc(C(=O)NC3CCCCCC3)o2)cc1,3,-7,6,-2,-1,-2,-10,-12,-4,-2
Cc1nn(C(C)(C)C)c(OC(=O)c2ccc3c(c2)OCO3)c1Sc1ccccc1,-9,-15,1,0,4,2,11,-3,-4,-1
O=C(O)C1CC=CCC1C(=O)Nc1cccc([N+](=O)[O-])c1 (centres undefined),-4,1,-2,0,0,4,-3,3,-16,0
CC1=CC(=C(C#N)C#N)C=C(C)N1CCC(C)C,-3,-2,0,-1,-1,-1,4,-3,-4,-1
CO/N=C/C(C(C)=O)C(=O)Nc1ccc(Cl)cc1Cl (centres undefined),-5,-9,7,3,-2,2,4,-2,11,2
COc1ccc(-c2ncccc2OC(=O)C23CC4CC(CC(C4)C2)C3)cc1OC,-1,3,1,3,1,-5,4,0,4,6
CC(=O)Nc1ccc(S(=O)(=O)NCCC(=O)OCC(=O)c2ccccc2)cc1,2,-4,-2,3,5,7,5,-2,1,1
CSc1nsc(SC)c1C(=O)O,-3,1,-4,0,-1,-2,-8,3,1,4
O=C(Nc1ccnn1C1CCN(C(=O)CCc2ccc(F)cc2)CC1)C1CCOC1 (centres undefined),4,4,2,0,-2,-1,2,-5,-6,2
CCOc1cc(S(=O)(=O)NCc2ccncc2)c(C)cc1C,-3,4,-4,1,3,-2,-1,3,-3,-10
Cc1ccc(S(=O)(=O)n2c(N)nc3ccccc32)cc1,2,-14,4,7,5,-2,0,-6,-2,-13
Cc1noc(C)c1C(=O)OCC(=O)NC(c1ccccc1)c1ccccc1,-5,3,-1,0,-1,2,-13,-1,5,2
COc1cccc(NC(=O)c2ccc(NC(=O)C(C)(C)C)cc2)c1,4,-12,-6,4,2,-1,-9,-3,1,1
CC(=O)Nc1ccc(NCC(=O)c2ccccc2)cc1,2,-5,2,0,-1,1,3,9,1,6
CCN(CC)C(=O)C1CCCN(C(=O)Nc2ccc3nsnc3c2)C1 (centres undefined),-8,1,-1,-3,-1,-1,1,3,2,7
Cn1c(=O)c2c(ncn2CC(=O)N2CCN(C(=O)c3ccco3)CC2)n(C)c1=O,4,-2,-2,-6,0,-2,1,-2,-3,-1
CC(C)(C)c1ccc(C(=O)/C(C#N)=C/c2cccs2)cc1,-1,-14,7,9,-2,26,-11,-56,-7,-7
O=C(COC(=O)Cc1ccc(Cl)cc1)Nc1ccc2[nH]c(=O)[nH]c2c1,1,1,1,-2,-1,1,3,-3,8,9
Cc1ccc(S(=O)(=O)N/N=C/c2cccc3nccnc23)cc1,-2,2,3,-7,5,4,-25,0,-2,-2

# 3 entries from above, field by field:
> Cc1ccc(S(=O)(=O)N/N=C/c2cccc3nccnc23)cc1
  GC-B act: -2
  HTRA1 inh: 2
  LEDGF integ inh: 3
  MBD2 DNA inh: -7
  PRMT1 inh: 5
  rCAG RNA binder: 4
  TDP2 absorb: -25
  mABHD4 FP: 0
  SIAE primary: -2
  TCR CD3 inh: -2

> CC(=O)Nc1ccc(NCC(=O)c2ccccc2)cc1
  GC-B act: 2
  HTRA1 inh: -5
  LEDGF integ inh: 2
  MBD2 DNA inh: 0
  PRMT1 inh: -1
  rCAG RNA binder: 1
  TDP2 absorb: 3
  mABHD4 FP: 9
  SIAE primary: 1
  TCR CD3 inh: 6

> COc1cccc(NC(=O)c2ccc(NC(=O)C(C)(C)C)cc2)c1
  GC-B act: 4
  HTRA1 inh: -12
  LEDGF integ inh: -6
  MBD2 DNA inh: 4
  PRMT1 inh: 2
  rCAG RNA binder: -1
  TDP2 absorb: -9
  mABHD4 FP: -3
  SIAE primary: 1
  TCR CD3 inh: 1

# New compounds follow
SMILES,GC-B act,HTRA1 inh,LEDGF integ inh,MBD2 DNA inh,PRMT1 inh,rCAG RNA binder,TDP2 absorb,mABHD4 FP,SIAE primary,TCR CD3 inh
CCCn1cnc2c(cnn2-c2ccc(F)cc2)c1=O,1,-4,-1,-3,-2,0,6,4,4,8
Cc1ccccc1-c1ccc2c(c1)[C@@H]1C[C@H]3[C@@H](CN1CC2)[C@H](C)OC(C1CCCCC1)N3C (some centres undefined),7,.,2,-3,-3,6,-4,2,8,5
O=C1CCc2cc(S(=O)(=O)N3CCCCC3)cc3c2N1CC3,4,4,2,-1,1,1,-4,0,-4,9
Cc1cccc(C)c1NC(=O)C(c1ccc(-c2ccccc2)cc1)n1c(=O)c(-c2ccco2)nc2ccccc21 (centres undefined),-7,.,5,-3,11,41*,-5,-20,-27,-12
COc1ccccc1CNC(=O)C1CCCN(S(=O)(=O)c2cccc3cccnc23)C1 (centres undefined),-4,-5,-5,1,7,0,-5,1,-3,-11
CC(O)(c1ccc(F)c(F)c1)c1nc(/C=C/c2ccccc2)cs1 (centres undefined),-6,.,1,5,5,3,2,-21,-5,-7
Cc1ccc2c(c1)c1n[nH]c(=S)nc1n2CCc1ccccc1,-8,-4,-3,-2,5,16,8,-2,5,4
CCN(CC(=O)Nc1c(F)cccc1F)C(=O)c1ccc(N2CCCC2)c([N+](=O)[O-])c1,2,-6,0,0,4,-6,6,-1,0,5
CC1(NC(=O)c2cccc(S(=O)(=O)N3CCN(c4ccc(F)cc4)CC3)c2)CCS(=O)(=O)C1 (centres undefined),0,0,-3,1,4,8,6,0,3,3
COc1cccc(CN2C(=NC(=O)CCC3CCCC3)SC3CS(=O)(=O)CC32)c1 (centres undefined),5,0,-3,0,2,1,-7,-3,-6,-6
Cc1ccc(NC(=O)COC(=O)[C@@H]2CC(O)CN2S(=O)(=O)c2ccc3c(c2)OCCO3)cc1 (some centres undefined),1,-4,-8,0,4,6,-6,-3,-6,-2
O=C1NC[C@@H](CCCCN2C[C@H](Cc3ccccc3)N(Cc3ccccc3)C(=O)C2=O)N(Cc2ccccc2)C1=O,-1,.,6,-3,-2,2,-3,-1,9,-2
C[C@@H](C(=O)NCCc1c[nH]c2ccccc12)[C@H]1C[C@]1(C)[C@H](NC(=O)OCc1ccccc1)c1ccccc1,-1,-45,-3,1,-2,8,-5,-13,3,-3
C[C@@H]1CN([C@H](C)CO)C(=O)CCCn2nncc2CO[C@H]1CN(C)C(=O)Nc1ccc(N2CCCCC2)cc1,-2,-3,4,-4,-5,4,1,-3,-2,-1
O=[N+]([O-])C(=C1SCCS1)C(=C(Cl)Cl)N1CCCCC1,-2,1,0,1,-4,1,2,6,6,9
CCn1c(CSc2nc(C)cc(C)n2)nnc1SCC(=O)Nc1nc(-c2ccccc2)cs1,-1,2,-1,1,-4,0,10,1,3,7
C(=N\NC1=Nc2cccc3cccc1c23)/c1ccccc1,-4,-26,19*,0,1,6,-1,-1,-11,-3
CCN(CC)S(=O)(=O)c1ccc(OC)c(NC(=O)c2ccc(N3CCCC3=O)cc2)c1,1,-5,5,-1,-6,0,-3,9,-2,-6
CCOc1ccc(C2=Nn3c(nnc3-c3ccco3)SC2)cc1,2,1,-1,-2,10,5,-13,-4,-2,2
Cc1cccc(OCC(=O)NNC(=O)C2CCCCC2C(=O)O)c1 (centres undefined),-2,-1,-3,1,3,1,-8,1,-15,-6
COc1cc(NC(=O)c2cc3nc(C)cc(C)n3n2)c(OC)cc1Cl,2,-1,1,2,0,13,4,-9,-1,-2
O=C1CC(c2ccc3c(c2)OCO3)c2cc3c(cc2N1)OCCO3 (centres undefined),3,6,-2,-6,2,-5,9,0,-1,4
COc1ccc(-n2c(SCC(=O)Nc3ccc(S(=O)(=O)Nc4nccs4)cc3)nnc2-c2cccs2)cc1,-2,.,1,5,4,73*,1,-27,-16,.
c1ccc2cc3[nH]c(CNc4nc(N5CCOCC5)nc5c4ncn5-c4ccsc4)nc3cc2c1,1,.,-3,-11,-4,.,-2,25,8,.
Cc1ccc(Sc2ccc(CN3CCCCC3)cc2[N+](=O)[O-])cc1,2,6,0,-4,-3,-6,-13,6,0,4
CCOc1cc(/C=N/n2cnnc2)ccc1OC(=O)c1cccc([N+](=O)[O-])c1,-4,-6,-1,2,0,0,-4,-2,0,-3
CC(NC(=O)C(c1ccccc1)c1ccccc1)c1ccccc1 (centres undefined),-7,2,7,-5,-8,2,-24,-7,1,-3
CCCSc1ccc([C@@H]2[C@H]3C(=O)N(CC)C(=O)[C@H]3[C@]3(C(=O)OC)CCCCN23)cc1,-3,-8,-4,4,2,-6,12,-13,-1,2
Cc1cc(C(=O)Nc2cccc(O)c2)co1,-2,-1,-2,4,1,1,-3,-2,-1,-3
O=C1N(Cc2ccccc2)c2ccc(Br)cc2[C@]12C[C@H](O)CO2,-14,.,5,-4,-6,4,-22,-6,-7,-3
Cc1ccc(NC(=O)C(CC(C)C)NC(N)=O)cc1 (centres undefined),-4,2,0,1,-1,-2,0,8,-3,-7
O=C(Nc1ccc2ccccc2c1[N+](=O)[O-])c1ccccc1,3,-5,-1,-8,-3,3,-3,0,-1,5
Cc1occc1-c1nnc(SCC(=O)N2CCCc3ccccc32)n1Cc1ccco1,-3,-2,0,4,3,-1,-7,-1,7,0
C=CCN(C(=O)[C@@H](CCCC)[C@@H](O)c1ccc(C(C)=O)cc1)c1ccccc1,-22,.,0,-1,-3,-1,-4,9,0,.

# 3 consecutive entries already listed:
SMILES,GC-B act,HTRA1 inh,LEDGF integ inh,MBD2 DNA inh,PRMT1 inh,rCAG RNA binder,TDP2 absorb,mABHD4 FP,SIAE primary,TCR CD3 inh
COc1cc(NC(=O)c2cc3nc(C)cc(C)n3n2)c(OC)cc1Cl,2,-1,1,2,0,13,4,-9,-1,-2
O=C1CC(c2ccc3c(c2)OCO3)c2cc3c(cc2N1)OCCO3 (centres undefined),3,6,-2,-6,2,-5,9,0,-1,4
COc1ccc(-n2c(SCC(=O)Nc3ccc(S(=O)(=O)Nc4nccs4)cc3)nnc2-c2cccs2)cc1,-2,.,1,5,4,73*,1,-27,-16,.

# LEDGF integ inh: what is marked active above.
molecule	GC-B act	HTRA1 inh	LEDGF integ inh	MBD2 DNA inh	PRMT1 inh	TDP2 absorb	mABHD4 FP	SIAE primary	TCR CD3 inh
C(=N\NC1=Nc2cccc3cccc1c23)/c1ccccc1	-4	-26	19*	0	1	-1	-1	-11	-3
